TGFb inhibitor: inhibitors of TGF-b signaling. 1.2% of 410,000 active. AID 588855. Potency, µM (series often up to 46.1 µM), without a hit: top-dose activity, negative = inhibition, actives largely listed as inhibitors. HepG2 CAGA-GFP TGF-b/SMAD3 reporter, GFP fluorescence, 18 h; TGF-beta stimulated, 500 pg/mL final; also: potency is read from the fitted curve at half-maximal effect; % is scaled to controls: 0 for no effect and ±100 for the full control effect; nearly all actives have a fitted effect of over 65% in size
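Per well, imaged GFP fluorescence of HEPG2 CAGA-GFP cells gives the signal; cells get compound, then TGF-beta (500 pg/mL final), 18 h at 37 degrees C; %Activity versus -TGF-beta and +DMSO controls.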
EPAC2 antagonist: EPAC2 (human) antagonism; 0.18% of 360,000 active; Potency, µM (top dose mostly 114 µM), for the others: top-dose activity, negative = inhibition, most hits filed as inhibitors; AID 720708; EPAC2 GEF exchange of Rap1B-BODIPY-GDP, fluorescence; Q8WZA2; also: potency is read from the fitted curve at half-maximal effect; % is scaled to controls: 0 for no effect and ±100 for the full control effect; nearly all actives have a fitted effect of over 45% in size; many of its hits are not listed in these tables
Target sequence (Q8WZA2 whole entry, looked up): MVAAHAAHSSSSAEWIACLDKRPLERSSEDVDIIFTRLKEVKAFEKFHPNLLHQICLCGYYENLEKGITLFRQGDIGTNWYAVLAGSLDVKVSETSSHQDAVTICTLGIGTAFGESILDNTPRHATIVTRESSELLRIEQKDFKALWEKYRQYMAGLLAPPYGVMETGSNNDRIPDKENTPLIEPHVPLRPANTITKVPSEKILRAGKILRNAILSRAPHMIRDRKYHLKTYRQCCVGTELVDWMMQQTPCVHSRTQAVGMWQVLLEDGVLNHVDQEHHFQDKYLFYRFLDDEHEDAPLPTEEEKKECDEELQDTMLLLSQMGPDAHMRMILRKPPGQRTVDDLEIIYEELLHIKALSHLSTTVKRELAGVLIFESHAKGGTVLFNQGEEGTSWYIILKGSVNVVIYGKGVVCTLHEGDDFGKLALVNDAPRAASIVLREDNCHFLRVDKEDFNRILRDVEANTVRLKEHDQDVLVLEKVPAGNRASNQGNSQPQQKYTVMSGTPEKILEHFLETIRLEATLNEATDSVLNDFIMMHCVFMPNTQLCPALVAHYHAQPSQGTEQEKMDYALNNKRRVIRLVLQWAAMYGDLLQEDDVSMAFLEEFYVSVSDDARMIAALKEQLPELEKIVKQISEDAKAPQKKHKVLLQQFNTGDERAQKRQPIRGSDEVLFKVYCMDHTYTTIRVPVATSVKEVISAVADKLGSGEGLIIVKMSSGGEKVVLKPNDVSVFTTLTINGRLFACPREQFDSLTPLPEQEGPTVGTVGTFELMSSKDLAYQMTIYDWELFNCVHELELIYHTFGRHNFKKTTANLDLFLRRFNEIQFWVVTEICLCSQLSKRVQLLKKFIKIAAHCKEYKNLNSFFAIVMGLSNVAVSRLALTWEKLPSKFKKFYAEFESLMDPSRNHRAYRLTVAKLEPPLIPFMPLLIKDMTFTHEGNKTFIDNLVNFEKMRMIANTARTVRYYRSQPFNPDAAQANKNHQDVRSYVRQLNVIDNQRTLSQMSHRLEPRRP
CCT chaperon mod: modulators of cytosolic chaperonin (CCT/TRiC) activity; 0.3% of 360,000 active; purified chaperonin ATPase assay, HTRF ADP detection, 30 min; activity change, % (no concentration beside the values), hits read low; in the data active = activity change below about -30%; also: % is scaled to controls: 0 for no effect and ±100 for the full control effect
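TRiC (40 or 20 nM final, by batch activity) in 30 mM Tris pH 7.4, 100 mM KCl, 5 mM MgCl2, 1 mM DTT was treated with compound at 76 uM single dose, then 10 uM ATP, 30 min at 37 °C. ADP was read by HTRF Transcreener.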
Nrf2 activator: activates Nrf2 signaling. AREc32 ARE-luciferase reporter (MCF7-derived line), luminescence, 24 h. Potency, µM (top dose mostly 46.1 µM), without a hit: at the highest dose activation, actives largely listed as activators. 0.31% of 410,000 active. AID 624171; also: potency is read from the fitted curve at half-maximal effect; % of control where 0% means no effect; nearly all actives have a fitted effect of over 65% in size
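AREc32_Fluc, 1000 cells/well, OPTI-MEM + 5% FBS, o/n 37 deg C 5% CO2; 23 nL cpd by pin tool, 24 hr; Steady-Glo 30 min RT, luminescence.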
Mm-Cpn inhibitor: M. maripaludis TRiC chaperonin inhibition. purified Mm-Cpn ATPase, ADP Transcreener TR-FRET. Potency, µM (titrated, usually from 76.9 µM), without a hit: at the top dose activity, negative = inhibition, most hits filed as inhibitors. 0.031% of 330,000 active. AID 504842; also: potency is read from the fitted curve at half-maximal effect; % is scaled to controls: 0 for no effect and ±100 for the full control effect; nearly all actives have a fitted effect of over 80% in size
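Quantitative HTS used 25 nM Mm-CPN and 10 uM ATP in magnesium/KCl Tris buffer, pH 7.4, with 1 mM DTT. Hydrolysis ran 30 min at 37°C; ADP was read by HTRF.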
EPAC2 ag: EPAC2 (human) agonism; AID 720711; Potency, µM (titrated, usually from 154 µM), for the others: top-dose activation, most hits filed as activators; Q8WZA2; 0.079% of 360,000 active; EPAC2 activation, biochemical qHTS; response scale: 100% = 6.5 mM cAMP response; also: potency is read from the fitted curve at half-maximal effect; nearly all actives have a fitted effect of over 50% in size
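Guanine nucleotide exchange by EPAC2 is measured as reduced fluorescence of BODIPY-GDP once it is released from 250 nM Rap1B. Plates are read kinetically for 30 min at room temperature; results are scaled to 6.5 mM cAMP.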
Akt phos inh: blocks phosphorylation of Akt; Neuro2A IGF-stimulated pAkt S473 HTRF, 20 min; stronger effect = lower value; activity change, % for hits at 50 µM; 0.32% of 360,000 active; AID 651550; in the data active = activity change below about -80%; inconclusive = mostly about -51% to -80%; also: % is scaled to controls: 0 for no effect and ±100 for the full control effect
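Neuro2A cells (4,500/well, DMEM with 0.5% FBS) were treated with compound at a single 50 µM final concentration, stimulated with 6 nM IGF for 20 min at 37 °C, and lysed. Phospho-Akt Ser473 was read by HTRF as 665/615 ratio ×10^4.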
A549 tox: kills or reduces viability of A549 cells in Nrf2 counter-screen; A549 ARE-Fluc cells, CellTiter-Fluor viability, 18-24 h; Potency, µM (series often up to 46 µM), for inactives: at the highest dose activity change, negative = cytotoxicity, actives largely listed as inhibitors; 0.16% of 390,000 active; also: potency is read from the fitted curve at half-maximal effect; % is scaled to controls: 0 for no effect and ±100 for the full control effect
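Cytotoxicity counterscreen: CellTiter-Fluor fluorescence was measured in A549 ARE_Fluc cells after 18-24 h of compound exposure in a concentration series. The subsequent BugLite luminescent read reports ARE-luciferase activity.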
Nrf2 inh: inhibitors of Nrf2 signaling. 2.1% of 360,000 active. Potency, µM (titrated, usually from 46 µM), for the others: at the highest dose activity change, negative = inhibition, most hits filed as inhibitors. A549 ARE-Fluc reporter, luciferase luminescence, 18-24 h. AID 504444; also: potency is read from the fitted curve at half-maximal effect; % is scaled to controls: 0 for no effect and ±100 for the full control effect; nearly all actives have a fitted effect of over 60% in size
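Cells were seeded and rested 2 h, then exposed to compounds for 18-24 h. CellTiter-Fluor was read first as a viability measure. BugLite was added 15 min before the final luminescent read of ARE-luciferase activity in A549 cells.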
Starred values were filed as active, the others as inactive; i = inactive; ? = inconclusive; . = not tested or not shown; [ ] = another dose, or the depositor's remark. Unless noted, calls follow the shape of the dose curve; as a rule, active = well fitted curve in the direction sought with a large enough effect; inconclusive = small, poorly fitted or top-dose-only effect, or another doubt; inactive = no such curve, though single readings can be large; an effect the other way counts as inactive or inconclusive. Some of the compounds tested; the hit share may differ from the screen's.

SMILES | TGFb inhibitor | EPAC2 antagonist | CCT chaperon mod | Nrf2 activator | Mm-Cpn inhibitor | EPAC2 ag | Akt phos inh | A549 tox | Nrf2 inh
CCc1ccc(NS(=O)(=O)c2c(C(=O)N3CCOCC3)c(C)n(C)c2C)cc1 | 2.5% | 8.4% | -3.3 | -0.6% | -0.7% | 10.6% | i | 17.0% | -8.8%
N#CC1=C(SCC(N)=O)NC(=O)CC1c1cccc2ccccc12 (centres undefined) | 0.3% | -15.7% | -0.3 | 0.1% | . | -1.4% | i | -7.7% | 12.5%
CN(CC(=O)Nc1ccc(Cl)c(C(F)(F)F)c1)CC(=O)NC1CCCCC1 | ? | ? | 1.2 | 0.1% | 0.3% | -2.8% | i | ? | 11.6µM*
Cc1cc(C)c(NC(=O)c2cccc(NC(=O)c3ccco3)c2)c(C)c1 | -19.2% | -10.0% | -1.2 | 7.2% | -0.3% | -0.6% | i | 8.5% | 1.4%
CC(C)(C)c1ccc(-c2n[nH]c(=S)n2/N=C/c2ccncc2)cc1 | 10.2% | 18.3% | -0.7 | 2.7%[9.22 µM] | 1.2% | -7.8% | i | -0.8% | 11.5%
COc1ccc(-c2cn3nc(N4CCC(C(=O)NCc5ccc(F)cc5)CC4)sc3n2)cc1 | -22.0% | . | . | 4.7% | . | . | . | -5.9% | ?
CC(=O)N1c2ccc(S(=O)(=O)N(C)CC(=O)N(C)Cc3ccccc3)cc2CC1C (centres undefined) | 13.3% | 4.6% | 1.1 | 0.8% | 1.8% | 5.2% | i | 0.6% | -4.8%
CS(=O)(=O)NNC(=O)c1cc2cc3ccccc3nc2s1 | -1.3% | 12.0% | -1.4 | 3.7% | -1.5% | 1.2% | i | -14.3% | 8.2%
Cc1cc(=O)oc2cc(NC(=O)CN3C(=O)NC(C)(c4ccccc4)C3=O)ccc12 (centres undefined) | -9.6% | 3.2% | -0.1 | 3.4% | -2.1% | 0.4% | i | -3.5% | 2.6%
CCN(Cc1ccccc1)C(c1ccc(C)cc1)c1nnnn1C(C)(C)CC (centres undefined) | ? | -5.0% | 2.0 | 2.8% | 1.7% | 3.3% | i | 5.5% | ?
O=C(Cn1cc(C(F)(F)F)cc(Cl)c1=O)NC1CCS(=O)(=O)C1 (centres undefined) | -8.9% | 10.2% | -1.8 | -0.2% | -2.1% | 10.4% | i | -0.1% | 4.7%
COc1ccc(-c2cc(-c3nnc(COC(=O)CC4CCCC4)o3)c3ccccc3n2)cc1OC | -16.8% | -18.6% | 0.9 | 2.9% | -2.5% | -2.6% | i | 1.4% | ?
Cc1ccc(S(=O)(=O)NCC(=O)NCC2COc3ccccc3O2)cc1C (centres undefined) | -23.5% | 3.6% | 0.1 | -0.4% | -1.9% | -3.2% | i | 0.3% | -1.2%
C=CCNC(=S)Nc1ccc2nsnc2c1 | 7.6% | -1.4% | -1.0 | 0.1% | ? | 6.7% | i | 8.2% | -5.8%
Cc1cc(OCC(=O)NCCc2c[nH]c3ccccc23)c2c(C)cc(=O)oc2c1 | -3.4% | 0.6% | -1.3 | 4.9% | -17.8% | 7.0% | i | -14.1% | ?
COc1ccc(CN2CCC(C(=O)N(C)CCc3ccc(OC)c(OC)c3)CC2)c(OC)c1 | 1.0% | -3.1% | 1.3 | 3.9% | -2.3% | 9.1% | i | 0.8% | -7.3%
CCCCCCCCCCn1cc(C(C)=O)c(=O)[nH]c1=O | 24.6% | -1.0% | 0.1 | 0.0% | 1.4% | -13.2% | i | 1.7% | -30.2%
CNc1c([N+](=O)[O-])cnn1-c1ccccc1Cl | ? | -3.2%[57.1 µM] | 0.1 | 2.7% | -0.1% | 7.3% | i | -2.0% | ?
Cc1ccc(NC(=O)/C=C/c2ccccc2)c(Br)c1 | 18.5% | . | . | -0.2% | . | . | . | -9.5% | -34.0%
CC(=O)c1c(C)[nH]c(C(=O)COC(=O)C2CC2)c1C | -9.4% | 3.2% | -1.1 | 0.3% | 2.6% | 8.9% | i | -9.8% | -0.6%
CC(=O)Nc1ccc(-c2ccnc3c2CC(C)(C(=O)NCc2ccc(N(C)C)cc2)O3)cc1 (centres undefined) | -11.2% | 11.0% | 0.1 | 2.3% | . | 11.0% | i | . | .
O=C(Nc1ccncc1)c1ccc(Cl)c(S(=O)(=O)N2CCCC2)c1 | -11.0% | -3.0% | -0.1 | 0.5% | -0.7% | 12.3% | i | -16.3% | ?
CCN(CC)CCOC(=O)c1cc(Cl)c(N)cc1OC | 3.2% | 1.6% | -1.7 | -1.5% | -1.5% | 5.7% | i | -7.3% | 4.7%
CC(C)Sc1ccc(C(=O)Nc2ccc(F)cc2F)cn1 | -1.3% | 0.5% | -2.4 | 0.8% | -1.9% | 5.6% | i | 0.5% | ?
COCC(C)NC(=O)c1oc2c(c1C)C1(CCC2)SCCS1 (centres undefined) | -12.6% | 6.4% | 0.5 | 0.1%[9.22 µM] | -1.6% | 1.3% | i | 11.0% | 24.0%
Other compounds follow.
SMILES | TGFb inhibitor | EPAC2 antagonist | CCT chaperon mod | Nrf2 activator | Mm-Cpn inhibitor | EPAC2 ag | Akt phos inh | A549 tox | Nrf2 inh
O=C1c2ccccc2S(=O)(=O)c2cc(C(=O)N3CCN(c4ncccn4)CC3)ccc21 | -11.8% | 13.3% | -12.1 | 2.9% | . | 13.1% | i | -4.9% | -8.3%
COC(=O)c1cc(S(=O)(=O)C(C)C)c(S(C)=O)s1 (centres undefined) | -22.5% | 3.3% | 1.5 | ? | -4.6% | -1.0% | i | 5.9% | 2.6%
CCc1nc(SCC(=O)Nc2ccccc2OC)c2c(C)c(C)sc2n1 | -11.1% | -19.1% | -6.1 | 3.9% | -3.2% | 14.2% | i | 7.6% | ?
C[C@@H]1CN([C@@H](C)CO)S(=O)(=O)c2ccc(Br)cc2O[C@H]1CN(C)Cc1ccc(-c2ccccc2)cc1 | ? | 1.6% | 1.6 | -3.8% | . | 7.9% | i | . | .
COc1ccc(OC)c(N(C(=O)c2snc(C(N)=O)c2N)C(C(=O)NCc2ccccc2)c2ccc(O)cc2)c1 (centres undefined) | -7.5% | -8.2% | -2.5 | 0.3% | -1.8% | 13.3% | i | 1.0% | -3.4%
O=C(c1ccc(F)cc1)N1CCCC(c2ccccc2)C1 (centres undefined) | -19.3% | -8.5% | 0.0 | 2.5% | 1.4% | 2.4% | i | ? | ?
Cc1sc(NC(=O)COc2cccc(-n3cnnn3)c2)c(C#N)c1C | 2.6% | -7.4% | -0.5 | -0.9% | -0.6% | -2.0% | i | ? | ?
COc1ccc(NC(=O)CCCN2C(=O)CCC2=O)cc1Cl | -2.7% | -0.7% | -5.8 | -0.3% | -1.1% | 3.7% | i | 3.2% | .
Cc1ccc(CCNC(=O)CCS(=O)(=O)c2ccc3nc(C)sc3c2)cc1 | 1.3% | 6.4% | 1.7 | -0.5% | 2.1% | -4.8% | i | 6.9% | ?
O=C(NCc1cccs1)C1CC(c2ccc(F)cc2)=NO1 (centres undefined) | -11.4% | 2.3% | -1.5 | 0.5% | -4.7% | 1.1% | i | -5.0% | ?
COc1ccc(OC)c(CN2C(=O)c3ccccc3C2c2nnnn2C(C)C)c1 (centres undefined) | . | 2.1% | -0.7 | -0.5% | . | 5.3% | i | . | .
CCN(CC)c1cccc(OC2=NS(=O)(=O)c3ccccc32)c1 | -26.9% | -12.5% | -0.4 | 5.6% | -3.4% | 8.8% | i | 2.4% | -11.4%
Cc1cccc(-c2nc(CS(=O)CC(=O)N3CCCCC3)c(C)o2)c1 (centres undefined) | 3.9% | -11.6% | -0.4 | 4.7% | 1.4% | -1.7% | i | -14.5% | ?
COc1ccc(CCNC(=O)c2ccc(NS(=O)(=O)c3ccc4[nH]c(=O)[nH]c4c3)cc2)cc1 | -2.3% | 10.3% | 0.2 | -0.8% | -1.3% | -1.6% | i | -8.9% | 11.9%
CCOc1ccc2nc(NC(=O)c3cnccn3)sc2c1 | 25.0% | -1.1% | -2.1 | 3.0% | -4.6% | 12.3% | i | -9.2% | ?
O=C(NNC(=O)c1ccc2[nH]c(=O)c(=O)[nH]c2c1)c1cccc(Br)c1 | -1.3% | 24.3% | -0.3 | 1.8% | -1.4% | 8.7% | i | 9.4% | 12.8%
C/C(=N\NS(=O)(=O)c1ccc(Cl)cc1)c1ccc(O)cc1 | -13.8% | -15.2% | -1.2 | 0.2% | -2.0% | -8.4% | i | -3.0% | 10.5%
CC1CCN(C(=O)COC(=O)c2cc(Cl)cc(Cl)c2N)CC1 | 18.1% | 2.0% | -0.8 | 0.1% | -0.5% | 8.5% | i | -2.6% | -27.9%
Cc1ccc(OCCSCc2nnc(NC(=O)Nc3cccc(Cl)c3)s2)cc1 | ? | 4.5% | -0.7 | 0.7% | 0.3% | -12.2% | i | -4.5% | -12.1%
O/N=C1/CCc2cccc3cccc1c23 | -0.9% | -1.3% | 0.4 | -0.1% | -0.3% | 1.8% | . | 2.1% | -16.2%
Cc1cc(NC(=O)CCCC(=O)NCc2ccccc2)no1 | -6.9% | 4.0% | -1.1 | 0.3% | 1.4% | 1.8% | i | 5.0% | 3.1%

Entries of single compounds as entered above. Order of values: TGFb inhibitor	EPAC2 antagonist	CCT chaperon mod	Nrf2 activator	Mm-Cpn inhibitor	EPAC2 ag	Akt phos inh	A549 tox	Nrf2 inh
Cc1cc(NC(=O)CCCC(=O)NCc2ccccc2)no1 in the list: -6.9%	4.0%	-1.1	0.3%	1.4%	1.8%	i	5.0%	3.1%
Cc1ccc(OCCSCc2nnc(NC(=O)Nc3cccc(Cl)c3)s2)cc1 in the list: ?	4.5%	-0.7	0.7%	0.3%	-12.2%	i	-4.5%	-12.1%
COc1ccc(NC(=O)CCCN2C(=O)CCC2=O)cc1Cl in the list: -2.7%	-0.7%	-5.8	-0.3%	-1.1%	3.7%	i	3.2%	.

High-throughput results from PubChem.
